# From PubChem
# IDE cell activ: boosts human insulin-degrading enzyme activity in HEK cells; activation, % at 5.96 µM; actives 0.073% (n = 340,000); FAbeta-B cleavage, fluorescence polarization; 0% vehicle, 100% cell-free pure enzyme wells; AID 493087;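 active = activation above the mean of all tested compounds plus 3 SD, set per screening campaign, cut at about 17% in these data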
# PfM18AAP inh: PfM18AAP enzyme inhibition | recombinant PfM18AAP, H-Glu-NHMec fluorogenic cleavage | inhibition, % at 7.35 µM | actives 1.2% (n = 290,000) | AID 1822;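 active = inhibition above the campaign mean inhibition over all tested compounds plus 3 SD, cut at about 28% in these data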;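 also: 0% = plate median of test compound wells and 100% = 2 mM ZnCl2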
# MEKK2wt PB1 HTS: raises or lowers MEK5 binding to wildtype human MEKK2 PB1 domain. Q9Y2U5. bead flow cytometry, Alexa488-MEK5 binding to MEKK2 WT; actives lie on both sides. binding response (% of control), % at 10 µM. actives 1.1% (n = 290,000). AID 1531; in the data active = binding response below about 67% or above about 130%
# pCIP destab: p/CIP protein destabilization; AID 1984; decrease of EGFP signal, % at 10 µM; Q05BA5; F442A p/CIP-EGFP cells, EGFP fluorescence, 16 h; actives 0.01% (n = 290,000);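 active = EGFP signal decrease of at least 30% at 10 µM or well 3 SD below plate mean, unless failing retest; inactive = the rest, including hits failing retest or dose response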; also: some compounds called inactive have numbers as strong as hits; many of its hits are not listed in these tables
# Target sequence (Q05BA5 1-1403): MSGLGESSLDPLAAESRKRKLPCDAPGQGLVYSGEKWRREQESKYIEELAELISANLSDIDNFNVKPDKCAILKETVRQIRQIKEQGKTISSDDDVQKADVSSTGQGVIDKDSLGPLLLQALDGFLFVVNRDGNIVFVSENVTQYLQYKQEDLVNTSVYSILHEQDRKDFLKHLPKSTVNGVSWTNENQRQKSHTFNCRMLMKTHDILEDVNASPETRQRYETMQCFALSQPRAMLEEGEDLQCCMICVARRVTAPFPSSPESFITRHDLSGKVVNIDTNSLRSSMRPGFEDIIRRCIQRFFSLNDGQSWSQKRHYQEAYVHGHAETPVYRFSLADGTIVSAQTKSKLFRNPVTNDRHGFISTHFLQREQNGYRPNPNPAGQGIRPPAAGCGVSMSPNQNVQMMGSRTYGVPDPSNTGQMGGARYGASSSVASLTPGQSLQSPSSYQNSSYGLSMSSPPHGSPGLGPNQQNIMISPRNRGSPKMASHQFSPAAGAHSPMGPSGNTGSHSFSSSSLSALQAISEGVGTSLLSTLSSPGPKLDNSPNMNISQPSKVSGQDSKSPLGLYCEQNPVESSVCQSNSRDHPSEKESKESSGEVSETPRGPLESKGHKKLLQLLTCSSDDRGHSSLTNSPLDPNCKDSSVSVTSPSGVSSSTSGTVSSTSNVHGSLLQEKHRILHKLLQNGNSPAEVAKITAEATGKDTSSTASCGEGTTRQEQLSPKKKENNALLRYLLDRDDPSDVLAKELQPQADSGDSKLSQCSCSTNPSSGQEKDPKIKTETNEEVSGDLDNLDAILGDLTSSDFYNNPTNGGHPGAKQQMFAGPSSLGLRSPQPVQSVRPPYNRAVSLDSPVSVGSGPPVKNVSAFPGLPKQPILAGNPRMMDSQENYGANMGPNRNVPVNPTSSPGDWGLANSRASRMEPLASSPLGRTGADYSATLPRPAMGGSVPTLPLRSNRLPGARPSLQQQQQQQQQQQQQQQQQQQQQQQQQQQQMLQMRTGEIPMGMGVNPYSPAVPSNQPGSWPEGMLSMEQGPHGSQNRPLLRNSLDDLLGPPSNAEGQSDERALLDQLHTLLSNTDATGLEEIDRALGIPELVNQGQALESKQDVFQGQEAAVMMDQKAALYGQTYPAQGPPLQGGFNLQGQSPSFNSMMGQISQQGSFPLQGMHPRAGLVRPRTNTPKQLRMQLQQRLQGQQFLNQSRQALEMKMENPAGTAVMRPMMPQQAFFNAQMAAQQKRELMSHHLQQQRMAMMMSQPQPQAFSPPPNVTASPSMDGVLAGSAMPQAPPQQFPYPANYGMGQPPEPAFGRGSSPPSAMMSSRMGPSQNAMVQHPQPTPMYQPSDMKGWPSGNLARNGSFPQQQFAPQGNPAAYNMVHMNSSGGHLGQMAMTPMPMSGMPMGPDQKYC
# SUMO HTRF inh: inhibitors of human SUMOylation (UBC9). P63279. HTRF SUMOylation assay, SAE1/SAE2 + UBC9, in vitro. inhibition, % at 35 µM. actives 0.36% (n = 290,000). AID 2006; in the data active = inhibition above about 50%, passing the limit was not always enough; also: strong numbers were not always called active
# NALP1 inh: blocks the NALP1 inflammasome reconstituted in yeast. S. cerevisiae NALP1/ASC/caspase-1 growth, X-gal OD620, 72 h. AID 2071. inhibition, % at 10 µM. actives 0.61% (n = 280,000); in the data active = inhibition mostly above about 24%, no sharp cut-off; inactive = mostly below about 32%; also: some compounds called inactive have numbers as strong as hits
# IDE cell inh: inhibitors of human insulin-degrading enzyme in cells. P14735. AID 434962. HEK cells, FAbetaB cleavage, fluorescence polarization. inhibition, % at 5.59 µM. actives 0.41% (n = 320,000);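 active = percent inhibition above the average of all tested compounds plus 3 SD, set per screening campaign, cut at about 16% in these data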;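 also: IDE supplied by intact live HEK cells; FP after avidin binding of uncleaved biotin substrate so inhibition keeps polarization high; 0% = DMSO wells and 100% = 60 µM reference IDE inhibitor Ii1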
# MEKK2 mut-MEK5: signal of MEK5 binding to mutant human MEKK2 PB1 domain | bead flow cytometry, Alexa488-MEK5 binding to MEKK2 mutant | percent response, % at 10 µM | actives 0.35% (n = 290,000) | AID 1530; in the data active = percent response above about 24%, passing the limit was not always enough; also: inactives centre near 1; some results filed as inactive read as strong as hits; reference of the scale not given here
# MEKK3 PB1 HTS: MEKK3-MEK5 PB1 interaction, increase or decrease. binding response (% of control), % at 10 µM. Q99759. actives 1.4% (n = 290,000). bead-based flow cytometry, Alexa488-MEK5 binding to MEKK3; actives lie on both sides; 0 = blocked by unlabeled MEK5, 100 = vehicle;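 active = binding response more than 3 SD above or below the average of its plate-row segment, actives on both sides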;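 also: Alexa488 bead fluorescence after subtracting the streptavidin-only scavenger bead signal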
# An asterisk follows results filed as active; . = no result given.
No.	compound	IDE cell activ	PfM18AAP inh	MEKK2wt PB1 HTS	pCIP destab	SUMO HTRF inh	NALP1 inh	IDE cell inh	MEKK2 mut-MEK5	MEKK3 PB1 HTS
1	O=C(Nc1ccccc1N1CCCCC1)c1cccc(OC(F)F)c1	3	4	98	-4	-10	9	-1	-1	101
2	CN(C)C(CNc1ccc(C(N)=O)cc1[N+](=O)[O-])c1ccccc1 (stereo unspecified)	1	-1	99	-11	1	-12	1	0	99
3	Cc1ccc(-c2nc(CN3CCCCC3CCN3CCCC3=O)c(C)o2)o1 (stereo unspecified)	3	2	97	-5	-1	-19	-2	0	102
4	COc1ccc(CN2CC(=O)N(c3cccc(Cl)c3)C2=S)cc1OC	2	0	99	3	0	1	-1	-2	98
5	O=C(O)c1cn(Cc2ccccc2)nc1-c1cccnc1	5	-3	84	1	-8	-3	1	-12	94
6	CC(=O)Nc1nc2c(C)cc(NC(=O)C3CCCCC3)cc2s1	0	-7	95	-2	37	5	-1	-3	102
7	CCN(CC)Cc1c(C(=O)N/N=C/c2ccncc2)nnn1-c1nonc1N	5	-2	101	-7	-5	21	4	10	100
8	O/N=C(\c1ccccc1)C(O)c1ccccc1 (stereo unspecified)	5	6	109	-4	17	-10	-2	6	105
9	CCOC(=O)c1cccc(NC(=O)CSc2nc3ccccc3c(=O)n2CC)c1	6	-1	101	1	8	31	-2	0	95
10	Cc1cc(NC(=O)CSc2ccc3ccccc3c2)no1	2	4	96	-15	19	-11	6	-6	96
11	Cc1cc(C(=O)Nc2nnc(C3CCCCC3)s2)no1	0	0	100	-14	13	.	5	2	102
12	COc1ccc(C(C(=O)NC2CCCCC2)N(C(=O)CCl)c2ccc(Cl)cc2)cc1 (stereo unspecified)	5	-6	95	3	5	16	1	-1	86
13	COc1ccc(/C=N/NC(=O)c2ccccc2O)cc1COc1ccccn1	-3	5	99	-2	6	-29	5	4	97
14	NC(=O)CC(NC(=O)c1ccccc1)c1ccc(NCc2ccccn2)c([N+](=O)[O-])c1 (stereo unspecified)	-6	-1	96	13	6	12	3	-6	97
15	O=C(Cn1cc([N+](=O)[O-])cn1)Nc1cccnc1	3	2	96	5	12	2	5	-6	99
16	CCNC(=S)Nc1ccc(NC(=O)c2ccccc2O)cc1	6	-8	99	-10	9	4	9	-3	101
17	C(=N\Nc1ccccn1)/c1cccnc1	-3	11	100	7	7	12	-3	2	99
18	COc1ccc(CC(NC(C)=O)C(=O)NC2CCN(C(=O)c3ccc(OC)c(OC)c3)CC2)cc1OC (stereo unspecified)	1	2	99	-13	8	14	2	-9	98
19	CCOc1ccccc1-c1nc(-c2ccc(NC(=O)Cc3ccc(OC)cc3)cc2)no1	6	5	95	2	37	6	-4	-4	98
20	Cc1ccc(C(=O)NC(=S)Nc2ccc(NC(=O)c3cccc(Cl)c3)cc2)cc1	-9	0	111	2	10	28	3	16	105
21	CC(C)(C)NC(=O)C(c1ccncc1)N(Cc1cccs1)C(=O)Cn1nnc(-c2ccc(F)cc2)n1 (stereo unspecified)	-1	-5	96	5	-19	6	3	1	91
22	COc1ccc(OCc2cc(C(=O)N3CCC(c4ccccc4)CC3)no2)c(Cl)c1	3	4	104	8	-5	13	6	6	104
23	CCc1nnc(NC(=O)CSc2nnc(-c3cccnc3)n2CC)s1	-1	-5	106	0	-2	40*	3	5	108
24	CCN(CC)C(=S)Nc1c(C)n(C)n(-c2ccccc2)c1=O	-2	0	101	9	-6	-15	2	6	100
25	Cc1cccc(NC(=O)CCNC(=O)c2ccc(Br)cc2)c1	-2	-7	98	6	-5	9	4	-5	101
26	O=C(CNCC1CCCO1)Nc1ccc([N+](=O)[O-])cc1C(=O)Nc1ccccc1F (stereo unspecified)	2	11	98	6	6	-4	-4	0	107
27	CCN(CC)c1ccc(NC(=O)CSc2nc(C3CC3)nc3ccccc23)cc1C	5	6	96	-13	.	8	1	0	100
28	CSc1ccc(CN2CCN(C(C)C)C(CCO)C2)cc1 (stereo unspecified)	5	-16	101	-2	-4	-29	-3	3	104
29	Cc1cc(C)cc(NC(=S)/C(=C(\[O-])c2ccc(Cl)s2)[n+]2cccc(C)c2)c1	2	2	101	-9	15	11	5	-2	102
30	N=c1c2c(ncn1CCCO)Oc1c(ccc3ccccc13)C2c1ccccc1 (stereo unspecified)	8	4	135	-9	-19	-10	2	18	102
31	OCCCc1nc2n(n1)C(c1ccccc1)C=C(c1ccc(F)cc1)N2 (stereo unspecified)	4	9	104	-6	-4	6	3	2	108
32	CN1CCN(c2nc3c(c(=O)n(C)c(=O)n3C)n2CC(=O)C23CC4CC(CC(C4)C2)C3)CC1	3	0	112	-2	4	31	4	7	106
33	Cc1cc2c(cc1S(=O)(=O)Nc1ccc(OC(F)(F)F)cc1)OCC(=O)N2	5	-10	95	1	-15	4	2	-1	101
34	O=C(Nc1ccccc1Cl)c1ccccc1Oc1ccc(C(F)(F)F)cc1[N+](=O)[O-]	-2	-7	85	-6	-22	1	-1	-14	83
35	NS(=O)(=O)c1ccc(CCNC(=O)COC(=O)/C=C/c2ccccc2Cl)cc1	2	-3	99	-11	-10	9	0	2	100
36	O=C(O)C(CO)N=Cc1c(O)c2ccccc2oc1=O (stereo unspecified)	8	1	107	-2	-17	-11	4	0	111
37	CCOc1ccccc1C1NC(=O)c2ccccc2O1 (stereo unspecified)	-4	-10	108	-4	19	6	-3	11	106
38	Cc1ccc2c(Cl)cc(Cl)c(OCC(=O)Nc3cccc(S(=O)(=O)N(C)C)c3)c2n1	-1	-8	109	3	14	26	-5	-1	106
39	CN(CCOc1ccccc1)C(=O)C1CCN(C(=O)c2ccc(F)cc2)CC1	3	6	102	-13	-7	2	3	6	98
40	CCOC(=O)c1c(S(=O)(=O)N2CCN(C)CC2)c(C)n(C)c1C	2	-1	101	-3	-8	18	2	0	100
41	O=C(CSc1nnnn1-c1ccccc1)N1CCN(C(=O)c2ccco2)CC1	-4	0	103	6	-5	12	-2	5	109
42	O=C(NC(=O)c1cccc(Cl)c1)OC[C@@H]1CCCN2CCCCC12 (stereo partly specified)	6	-2	111	-18	-7	-2	-1	11	106
43	COc1ccc(OCC(=O)NC(=S)Nc2ccccc2F)cc1	-3	6	102	8	-12	39	-1	-1	102
44	Cc1cc(=O)oc2cc(OCC(=O)N(C)C3CCS(=O)(=O)C3)c(Cl)cc12 (stereo unspecified)	1	-1	100	2	0	16	0	1	104
45	Cc1ccc(S(=O)(=O)N2CCC(=O)N(CCOC(=O)Nc3ccccc3C)CC2)cc1	-1	2	98	-2	-10	13	3	4	97
46	Cc1ccc(SCC(=O)Nc2ccc(N3CCN(C)CC3)c(F)c2)cc1	3	-10	.	2	34	-7	2	.	.
47	O=C(NCCN1CCN(C(=O)NC2CCCCC2)CC1)NC1CCCCC1	5	-16	104	-13	-14	10	1	-1	104
48	Cc1ccccc1OCCCn1c(CO)nc2ccccc21	4	-3	104	5	11	-1	0	-2	96
49	O=C(NCCc1ccc(C(F)(F)F)cc1)C1COc2ccccc2O1 (stereo unspecified)	-4	-11	95	-17	-8	-18	1	-4	103
50	CN(C)N=Nc1ccc2nc[nH]c2c1	1	0	97	-5	20	8	7	4	99
51	COC(=O)C1=CN(C(C)C)C=C(C(=O)OC)C1c1cc2c(cc1Br)OCO2	5	3	97	-8	-8	10	-2	0	100
52	CCCN(CCC)S(=O)(=O)c1ccc(C(=O)NCc2n[nH]c(=S)n2-c2ccc(Cl)c(Cl)c2)cc1	-3	-2	.	-17	-11	-9	-1	.	.
53	CCC(C)NC(=O)C1CCCN(c2nc(C)cc(OC)n2)C1 (stereo unspecified)	2	2	103	-5	21	-124	0	4	97
54	O=C1CC(N2CCc3ccccc32)C(=O)N1c1ccccc1 (stereo unspecified)	2	0	109	-10	11	.	1	8	109
55	O=C(NCC(O)COc1ccc([N+](=O)[O-])cc1)Nc1ccccc1 (stereo unspecified)	7	-3	94	-3	-5	11	-3	-14	92
56	CCCc1cc(-c2n[nH]c(C)c2-c2ccc(C(=O)OCC)o2)c(O)cc1O	10	13	104	2	-23	-3	-7	7	105

# The list continues.
No.	compound	IDE cell activ	PfM18AAP inh	MEKK2wt PB1 HTS	pCIP destab	SUMO HTRF inh	NALP1 inh	IDE cell inh	MEKK2 mut-MEK5	MEKK3 PB1 HTS
57	COc1ccc(CCn2c(=N)c(C(=O)N3CCN(C)CC3)cc3c(=O)n4ccccc4nc32)cc1	6	1	105	-6	16	20	4	2	100
58	CC(C)C(NC(=O)c1c(F)cccc1F)C(=O)NCC(c1ccccc1)N(C)C (stereo unspecified)	3	-7	87	3	-10	5	6	-11	96
59	COc1ccc(-c2csc(NC(=O)Cc3cc(OC)c(OC)c(OC)c3)n2)cc1OC	-5	-7	101	-18	17	13	9	3	102
60	Cc1cccc(NC(=S)NC2CCCCCC2)c1C	-2	-1	94	-9	31	26	3	-3	91
61	CCOC(=O)N1CCC(NC(=O)C2=CCN(S(=O)(=O)c3ccc(OC)cc3)CC2)CC1	6	2	121	-9	21	26	0	29	128*
62	O=C(Nc1ccc(Cl)cc1)N1CCCN(Cc2ccc(F)cc2)C1	1	-10	98	-5	6	-3	4	1	85
63	O=S(=O)(Nc1ccccc1Br)c1cccs1	4	-4	100	3	6	-32	6	2	100
64	O=c1[nH]c(CN2CCN(c3ccc([N+](=O)[O-])cc3)CC2)nc2ccsc12	1	3	102	-1	-11	21	-3	4	103

# The final 3 entries of the section before lead into the next:
No.	compound	IDE cell activ	PfM18AAP inh	MEKK2wt PB1 HTS	pCIP destab	SUMO HTRF inh	NALP1 inh	IDE cell inh	MEKK2 mut-MEK5	MEKK3 PB1 HTS
62	O=C(Nc1ccc(Cl)cc1)N1CCCN(Cc2ccc(F)cc2)C1	1	-10	98	-5	6	-3	4	1	85
63	O=S(=O)(Nc1ccccc1Br)c1cccs1	4	-4	100	3	6	-32	6	2	100
64	O=c1[nH]c(CN2CCN(c3ccc([N+](=O)[O-])cc3)CC2)nc2ccsc12	1	3	102	-1	-11	21	-3	4	103
65	COc1ccc(C2C(C#N)=C(N)Oc3n[nH]c(-c4ccccn4)c32)c(OC)c1OC (stereo unspecified)	-1	-7	.	-17	11	-4	-2	.	.
66	CCOc1ccc(C(=O)NCC(C)C)cc1	7	-9	106	-9	-1	.	1	3	108
67	N#Cc1cc2c(nc1SCc1ccc(Cl)nc1)CCCCC2	-2	-12	114	-18	13	.	1	17	121
68	O=[N+]([O-])c1ccc(N2CCN(CC(O)COc3ccccc3)CC2)cc1 (stereo unspecified)	3	-3	97	-17	9	32	4	-7	94
69	O=C(Nc1ccc(F)cc1)c1cccc2c1C(=O)N(CC1CCCO1)C2 (stereo unspecified)	4	6	104	3	11	-6	1	4	103
70	Cc1cccc(C)c1NC(=O)c1ccc(CN2CCc3ccccc3C2)cc1	4	-5	.	0	-17	29*	2	.	.
71	CSC(=Nc1ccc(Cl)cc1)N[n+]1ccccc1	1	-9	94	6	-2	8	1	1	98
72	COc1ccc(C(=O)Nc2ccc(-c3nnn(CC(=O)N4CCN(C(=O)c5ccco5)CC4)n3)cc2)cc1	1	-5	101	0	.	-1	0	-3	102
73	O=C(CN1C(=O)c2ccccc2C1=O)N1CCN(c2ccccn2)CC1	5	1	101	-1	-2	4	-2	10	99
74	Cc1c(C(=O)NC2CCN(Cc3ccccc3)C2)oc2c(Cl)cccc12 (stereo unspecified)	0	4	119	-11	8	39*	3	11	101
75	Cc1ccc(CNC(=O)c2nccnc2C(=O)O)cc1	-4	0	110	2	6	-6	-3	8	107

# Some of the compounds tested. The share of hits here may be higher or lower than overall.
